# SRC1 inh: human NCOA1 inhibition. Q15788. HEK293 GAL4-SRC1 luciferase reporter, luminescence. inhibition, % at 3.6 µM. 360,000 tested, 0.12% active. AID 588354;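 active = inhibition above the campaign mean plus 3 SD, with each screening campaign given its own cutoff, cut at about 60% in these data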;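 also: 0% = DMSO treated cells and 100% = gossypol at 36 µM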
# TWEAK Fn14 block: inhibitors of TWEAK-Fn14 interaction signaling. TWEAK-stimulated Fn14 reporter cells, luciferase luminescence, 8 h. inhibition, % at 10 µM. 360,000 tested, 2% active. AID 1159606; in the data active = inhibition above about 50%
# SRC3 inh: inhibits human SRC3 coactivator; Q9Y6Q9; HEK293 GAL4-SRC3 luciferase reporter, luminescence; inhibition, % at 3.6 µM; 360,000 tested, 0.17% active; AID 588352;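 active = inhibition above a per-campaign cutoff, the mean of all compounds plus 3 SD, cut at about 60% in these data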;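 also: 0% = DMSO-treated cells and 100% = gossypol-treated cells at 36 µM; higher means less SRC3-driven luciferase light from the GAL4 reporter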
# TROY NFkB inh: TROY signaling inhibition. Q293 LMP1-TROYcd NF-kB luciferase reporter, 4 h. 360,000 tested, 0.98% active. AID 1347056. inhibition, % at 10 µM;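 active = compounds whose plate-normalised and pattern-corrected inhibition of the luciferase reporter signal at the single screening dose is 50% or more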
# LRH-1 inv ag: NR5A2 inverse agonism in reporter assay; O00482; 360,000 tested, 0.13% active; inhibition, % at 3.6 µM; HEK293T StAR-luciferase reporter, LRH-1 transfected, 24 h;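 active = inhibition above the mean inhibition of all tested compounds plus 3 SD, cut at about 73% in these data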;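 also: 0% = DMSO wells and 100% = reporter-only cells lacking LRH-1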
# Target sequence (O00482 whole entry, looked up): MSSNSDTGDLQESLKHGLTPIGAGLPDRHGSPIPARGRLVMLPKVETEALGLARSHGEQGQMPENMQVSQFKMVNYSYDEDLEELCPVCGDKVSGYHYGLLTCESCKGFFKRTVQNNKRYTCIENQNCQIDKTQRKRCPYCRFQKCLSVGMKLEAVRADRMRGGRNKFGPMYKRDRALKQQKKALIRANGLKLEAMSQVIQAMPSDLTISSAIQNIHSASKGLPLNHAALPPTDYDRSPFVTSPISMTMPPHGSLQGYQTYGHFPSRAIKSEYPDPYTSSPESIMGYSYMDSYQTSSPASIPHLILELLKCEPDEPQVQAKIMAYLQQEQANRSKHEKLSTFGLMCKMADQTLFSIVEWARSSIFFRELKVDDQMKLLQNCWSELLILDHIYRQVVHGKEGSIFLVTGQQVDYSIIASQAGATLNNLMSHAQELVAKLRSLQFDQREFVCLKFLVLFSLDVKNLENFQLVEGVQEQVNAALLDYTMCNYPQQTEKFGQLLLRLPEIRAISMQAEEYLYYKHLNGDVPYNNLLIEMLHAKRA
# TLR9-MyD88 inh: TLR9-MyD88 interaction inhibition; 340,000 tested, 0.21% active; inhibition, % at 4.98 µM; Q9NR96+Q99836; CHO BLA complementation TLR9-MyD88, CCF4 FRET ratio;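 active = inhibition above the mean over all tested compounds plus 3 SD, cut at about 21% in these data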;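 also: 0% = DMSO only wells and 100% = clavulanate BLA inhibitor control wells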
# SRC2 inh: human SRC2 (NCOA2) inhibition; Q15596; HEK293 GAL4-SRC2 luciferase reporter, luminescence; inhibition, % at 9 µM; 370,000 tested, 0.17% active;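 active = inhibition above the mean inhibition of all tested compounds plus 3 SD, set per campaign, cut at about 52% in these data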;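 also: 0% = DMSO treated cells and 100% = cells given Gossypol at 36 µM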
# NOD2 RIPK2 PPI: NOD2-RIPK2 protein interaction inhibition; inhibition, % at 4.98 µM; O43353; 360,000 tested, 0.38% active; CHO BLA complementation NOD2-RIPK2, CCF4 ratio; AID 624267; in the data active = inhibition above about 21%;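 also: 0% = vehicle only and 100% = reference blocker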
# Target sequence (O43353 whole entry, looked up): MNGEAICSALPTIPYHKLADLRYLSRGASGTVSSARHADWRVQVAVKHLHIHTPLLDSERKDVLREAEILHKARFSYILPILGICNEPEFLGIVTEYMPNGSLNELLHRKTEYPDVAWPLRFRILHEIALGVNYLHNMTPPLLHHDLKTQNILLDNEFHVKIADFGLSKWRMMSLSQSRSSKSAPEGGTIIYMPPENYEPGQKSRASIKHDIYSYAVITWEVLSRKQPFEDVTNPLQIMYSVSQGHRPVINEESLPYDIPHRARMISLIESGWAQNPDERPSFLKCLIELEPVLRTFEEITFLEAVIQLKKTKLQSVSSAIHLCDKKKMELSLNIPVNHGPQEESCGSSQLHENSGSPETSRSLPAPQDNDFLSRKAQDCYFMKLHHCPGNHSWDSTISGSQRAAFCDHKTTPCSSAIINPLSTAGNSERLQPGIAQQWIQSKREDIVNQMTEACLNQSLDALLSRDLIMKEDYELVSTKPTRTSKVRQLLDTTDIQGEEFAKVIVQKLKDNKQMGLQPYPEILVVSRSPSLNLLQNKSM
# EBV LMP1 NFkB: reduces LMP1-driven NF-kappaB luciferase signal. inhibition, % at 12.5 µM. LMP1-induced NF-kappaB luciferase reporter cells, luminescence. 350,000 tested, 0.69% active; in the data active = inhibition above about 41%;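 also: 0% = neutral control wells and 100% = reference inhibitor control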
# TRAIL sens C8: caspase-8 TRAIL sensitization. 360,000 tested, 1% active. inhibition (viability loss, TRAIL sensitization), % at 10 µM. AID 624354. NB7+C8 cells + TRAIL, ATPlite viability luminescence;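 active = compounds causing at least 50% loss of cell viability in the single-dose screen, relative to plate controls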
# NR2F2 inh: blocks human COUP-TFII nuclear receptor; 370,000 tested, 0.7% active; P24468; HEK293T NGFI-A luciferase reporter, luminescence; AID 686940; inhibition, % at 8.6 µM;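 active = inhibition above a per-plate cutoff, mean inhibition of test wells between control levels plus 3 SD, cut at about 38% in these data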;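 also: cells cotransfected with COUP-TFII expression vector driving the NGFI-A reporter; 0% = median of COUP-TF2 test wells and 100% = reporter-only cells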
# Numbers without * were called inactive; nt = not tested or not shown; & = joins results of further samples. A portion of the library (hit frequency here may not be typical).
SMILES,SRC1 inh,TWEAK Fn14 block,SRC3 inh,TROY NFkB inh,LRH-1 inv ag,TLR9-MyD88 inh,SRC2 inh,NOD2 RIPK2 PPI,EBV LMP1 NFkB,TRAIL sens C8,NR2F2 inh
CCCc1ccc(C(=O)NNC(=O)c2ccc(Br)cc2)cc1,-36,5,-25,9,-65,4,-23,-3,-4,-7,7
CN(C)C(=O)N1CCNCC1,7,-8,8,6,-27,-12,12,-8,0,0,7
CN(C)c1ccc(C(=O)OCC(=O)NCCNC(=O)COC(=O)c2ccc(N(C)C)cc2)cc1,-10,-4,-7,-6,-3,-10,-40,9,-2,-2,0
O=C(NCc1ccccc1)C(c1ccc(O)cc1)N(C(=O)Cn1nnc(-c2cccs2)n1)c1ccc2c(c1)OCCO2 (centres undefined),6,18,19,4,12,4,3,3,9,-9,-12
CCOC(=O)CNC(=O)CSc1ccc(-c2nc3ccccc3[nH]2)cn1,-15,14,-8,0,9,-3,-3,0,-8,-7,3
CC1CCCC(NC(=O)C2COc3ccccc3O2)C1C (centres undefined),-18,-7,0,-11,2,-10,-11,-2,-2,10,0
CN(C)CCN(Cc1ccccc1)S(=O)(=O)c1ccc(-c2ccc(=O)[nH]n2)s1,14,-6,13,-8,-14,-5,-1,-5,7,6,8
Cc1ccc(C(=O)NC(C)c2nnc(SCC(=O)NC3CCCC3)n2C)cc1 (centres undefined),-42,-7,3,-19,6,-5,-9,-12,2,8,10
COc1cccc(CN(C)C(=O)c2csc3c2CCCC3)c1OC,-14,-18,17,-8,3,5,-1,7,7,2,7
CCC1(C)Cc2c(sc3nnn(Cc4ccccc4Cl)c(=O)c23)CO1 (centres undefined),0,-19,28,7,8,-3,-3,-6,4,5,4
CC1CCN(C(=O)c2[nH]cnc2C(=O)N[C@@H](C)C(=O)OCc2ccccc2)CC1,-1,7,-7,7,9,2,-4,-3,-1,-5,-3
NC(=O)N/N=C/c1c(Sc2nnnn2-c2ccccc2)nc2ccccn2c1=O,-7,96*,13,-6,18,6,16,4,17,-25,-19
CC(C)(C)Nc1nc(Cl)nc(Nc2ccccc2)n1,-82,23,-85,13,-104,-3,-27,2,-22,15,-38
CCOc1ncccc1C(=O)Nc1cc2c(cc1Br)OCCO2,-43,-33,-24,-36,-28,-9,-13,5,-12,16,-63
Cc1ccc(C)n1NC(=O)c1ccccc1Cl,-14,-5,1,-12,4,-10,7,1,4,-7,1
O=Cc1c(N2CCCCC2)nc2ccccn2c1=O,18,4,20,7,16,nt,-9,-1,-5,-9,-3
O=C(CSc1nc(-c2ccco2)cc(C(F)(F)F)n1)N1CCCc2ccccc21,-28,7,2,-1,-7,-8,-2,-10,1,2,-17
O=S(=O)(NCc1ccccn1)c1ccc2ccccc2c1,-6,11,19,-1,-28,4,-5,-17,1,-1,1
Cn1c(N)c(S(=O)(=O)NCc2ccccc2)c(=O)n(C)c1=O,-22,14,-12,15,0,-4,-5,-12,1,-5,-7
CCOc1ccc(NC(=O)COC(=O)COc2cccc3c2OC(C)(C)C3)cc1,-10,13,-16,-4,44,8,-11,-6,-2,1,-5
COc1ccccc1NC(=O)C/C(C)=N/NC(=O)c1ccccn1,-100,-8,-122,-55,-137,-4,-58,-17,-10,-11,-53
Clc1ccc(-c2ccnc(Oc3cc(Cl)ccc3Cl)n2)cc1,3,23,0,5,10,3,-8,0,4,-9,3
O=[N+]([O-])c1cc([N+](=O)[O-])c(Oc2cc(F)cc(F)c2)cc1NN1CCCCC1,-2,-14,-5,-29,-7,4,-1,-4,-5,8,-17
COC(=O)c1ccc(CN2CCN(CC=C(C)C)C(CCO)C2)cc1 (centres undefined),18,-5,2,5,4,3,-48,-6,2,8,19
Fc1cccc(CSc2ncnc3c2oc2ccccc23)c1,-13,-10,15,-25,-15,-3,-2,0,8,-1,-14
CC(NC(=O)CN(C)S(=O)(=O)c1ccc(F)cc1)C1CC2CCC1C2 (centres undefined),-2,-3,-7,-8,10,-11,-25,2,4,13,11
COCc1cc(C(C)=O)ccc1OC,4,26,16,1,1,-11,-18,0,-11,7,-8
CCCCC(=O)Nc1ccc(NC(=S)NC(=O)CC)cc1OC,1,-1,10,-14,12,-3,3,-3,5,4,1
CCCn1cc(S(=O)(=O)c2ccccc2)c(=O)c2cc(OC)c(OC)cc21,-2,11,-6,3,3,2,-59,-6,5,-9,-4
COC(=O)c1scc(S(=O)(=O)C(C)C)c1N/N=C(\C#N)C(=O)c1ccc(Cl)cc1,8,-9,10,41,-3,14,-5,-5,4,-8,-24
O=C(O)c1ccccc1C(=O)Nc1cc(C(F)(F)F)ccc1N1CCCC1,3,12,-14,18,-13,-11,9,-11,10,0,12
CCc1cc(-c2cnnn2Cc2ccccc2)ccc1-c1cn(CC(C)C)nn1,5,15,-7,19,-3,-5,8,13,-4,0,14
CCN(CC)CC#CC(C)OCOCC#CCOC (centres undefined),-4,-1,11,0,-9,3,7,6,0,-6,3
C=CCc1cccc2cc(C(=O)NCc3ccc(C(=O)OCC)o3)c(=O)oc12,11,-33,4,7,-17,-1,14,-8,1,-1,18
Cc1ccc(Cn2ccc(NC(=O)c3cc(-c4ccc(Br)cc4)on3)n2)cc1,0,0,11,-6,11,4,-4,3,-6,7,-12
Cc1c(O)ccc2c3c(c(=O)oc12)CCC(C)C3 (centres undefined),12,-24,-2,14,-12,2,-21,5,2,42,3
CCCc1ccc(OCC(O)CN2CCN(c3ccccc3)CC2)cc1 (centres undefined),-10&-10,13&6,-25&-9,21&32,15&-17,-3&4,4&25,-1&-10,4&5,17&-11,0&3
O=C(NC1Cc2ccccc2C1)c1cc(COc2cccc(C(F)(F)F)c2)on1,16,-21,8,7,19,4,11,11,2,14,-25
O=C(CSc1nnc(CNC(=O)c2c(F)cccc2F)o1)NCC1CCCO1 (centres undefined),7,-15,7,-33,-8,1,14,4,4,12,-1
CCc1ccc(C(O)(C(C)C)C(CN2CCOCC2)c2ccccc2)cc1 (centres undefined),-24,27,15,-6,24,-12,23,1,-3,4,2
Cc1oc2ccc(OC(=O)c3cccs3)cc2c1C(=O)OC(C)C,-7,3,0,-24,-14,-8,-15,-14,5,3,-7
CSCC[C@H](NC(=O)c1ccc(Br)o1)c1nnc2ccccn12,0,11,-9,5,3,-13,15,-11,4,-14,-5
COc1ccc(-c2csc3ncnc(N4CCN(c5cccc(OC)c5)CC4)c23)cc1,-1,54*,4,16,-16,4,-29,8,13,26,4
Cc1cc(C)c(NC(=O)c2cc(S(=O)(=O)N3CCOCC3)ccc2F)c(C)c1,12,4,11,13,22,9,26,10,-6,-3,-10
COc1ccc(/C=N/NC(=O)c2snnc2C)c(OC)c1OC,8,9,20,-6,-6,5,-13,-7,10,-3,-15
O=C(COC(=O)COc1ccc(Cl)cc1)Nc1ccc2c(c1)OCCO2,-21,24,-24,-11,-11,5,11,2,2,-7,7
O=C1NCCN(Cc2ccc(F)cc2)C1CC(=O)N1CC=C(c2ccccc2)CC1 (centres undefined),4,-11,6,-6,-2,2,-5,-11,-19,-7,-16
c1ccc(-n2c(SCC3CCCCO3)nnc2-c2cnccn2)cc1 (centres undefined),3,28,10,nt,0,3,13,-16,-2,6,-6
CCOC(=O)C1=C(C)N(c2ccccc2)C(=O)/C1=C\c1ccco1,4,19,12,-15,18,7,7,-2,7,-20,-11
CCOC(=O)c1cn(Cc2cccc(Cl)c2)nn1,-6,-9,8,-4,-1,-10,-29,0,-23,-14,1
O=C(Nc1ccccc1OC(F)F)C1CCCN1C(=O)c1cccs1 (centres undefined),10,-7,-16,2,25,-3,9,-18,-2,0,4
Cc1ccc(NC(=O)CSCc2c(C)noc2C)cc1C,12,-6,-9,-26,7,-2,-5,1,-5,-2,8
CC1(C(=O)NS(=O)(=O)c2cccc(OC(F)F)c2)CCN1C(=O)CC(c1ccccc1)c1ccccc1 (centres undefined),10,-13,-15,5,20,nt,-8,3,nt,6,15
CCC(=O)Nc1nnc(SCC(=O)Nc2ccc(F)cc2)s1,-8,-5,-3,8,9,2,2,10,-5,24,9
CC1(C)Cc2c(sc3nc(SCC(=O)N4CCOCC4)nc(N)c23)CO1,5,19,-2,nt,6,7,5,2,-5,13,-5
O=C(Nc1ccccc1)c1cc(C2CCCCN2S(=O)(=O)c2ccc(F)cc2F)on1 (centres undefined),-5,-5,-7,-10,22,nt,-14,-5,nt,-14,5
CCOc1cc2c(cc1OCC)C(c1ccc(OC)c(OC)c1)N(c1ccc(C(=O)O)cc1)C(=O)C2 (centres undefined),-11,12,12,-12,16,7,12,3,-6,-2,-1
O=C(CC[C@H]1O[C@@H](n2ccc(=O)[nH]c2=O)[C@H](O)[C@@H]1O)N[C@H](Cc1ccccc1)C(=O)NCc1ccc2c(c1)OCO2,2,-11,1,18,-4,nt,8,4,nt,-6,10
COc1cc(CNc2nc3ccccc3n2Cc2ccccc2)ccc1O,7,-20,11,-5,-1,-8,2,-16,-7,-6,0
CC1=CC(C)C(C(=O)O)C(C(=O)Nc2cccnc2)C1 (centres undefined),4,-20,8,-5,7,9,-18,-6,0,-7,-24

# Additional entries.
SMILES,SRC1 inh,TWEAK Fn14 block,SRC3 inh,TROY NFkB inh,LRH-1 inv ag,TLR9-MyD88 inh,SRC2 inh,NOD2 RIPK2 PPI,EBV LMP1 NFkB,TRAIL sens C8,NR2F2 inh
CC1(C)Cc2nc(Cl)c(C#N)cc2CO1,7,-9,0,-4,11,-5,-11,-10,-3,-1,6
O=S(O)OC1CS(=O)(=O)CC1c1ccccc1 (centres undefined),16,16,0,-6,-11,4,11,4,-4,-4,-8
O=[N+]([O-])c1ccccc1Oc1ccc(Cl)c2cccnc12,-16,16,15,-8,-22,-4,-3,-4,-1,-10,-8
CCCCCC(C)n1[nH]c(=O)cc1N (centres undefined),-11,3,-13,8,8,-5,-27,-1,-7,-1,-3
CCOc1ncccc1C(=O)NNC(=O)CSc1ccc(Cl)cc1,0,13,-3,-3,14,8,25,5,-23,-6,15
NC(=O)CSc1ccc(Br)cc1,-9,-4,-4,-4,-5,-15,-15,-5,-3,-7,11
CCC(C)(C)n1nnnc1C(C(C)C)N(Cc1cccnc1)Cc1ccco1 (centres undefined),-9,7,19,-4,2,2,-4,4,2,0,0
CCOC(=O)C(=O)N(C)c1c(CC)nc2c(OCc3cc(Cl)cc(Cl)c3)cccn12,10,15,8,-4,-27,nt,-3,-10,nt,4,-6
C(=C\c1ccco1)/c1ccc2ccccc2n1,-78,3,-12,-25,-13,nt,-5,-3,nt,-10,9

# Filtered by structure: the entries above with a COOH group.
SMILES,SRC1 inh,TWEAK Fn14 block,SRC3 inh,TROY NFkB inh,LRH-1 inv ag,TLR9-MyD88 inh,SRC2 inh,NOD2 RIPK2 PPI,EBV LMP1 NFkB,TRAIL sens C8,NR2F2 inh
O=C(O)c1ccccc1C(=O)Nc1cc(C(F)(F)F)ccc1N1CCCC1,3,12,-14,18,-13,-11,9,-11,10,0,12
CCOc1cc2c(cc1OCC)C(c1ccc(OC)c(OC)c1)N(c1ccc(C(=O)O)cc1)C(=O)C2 (centres undefined),-11,12,12,-12,16,7,12,3,-6,-2,-1
CC1=CC(C)C(C(=O)O)C(C(=O)Nc2cccnc2)C1 (centres undefined),4,-20,8,-5,7,9,-18,-6,0,-7,-24

# Assay outcomes deposited in PubChem BioAssay by several laboratories.
